# Screening data from PubChem BioAssay.
# JMJD2E inh: blocks human JMJD2E demethylase activity; hit rate 1.6% among 230,000; Potency, µM (titrated, usually from 57.1 µM), for inactives: at the highest dose activity change, negative = inhibition, most hits filed as inhibitors; JMJD2E catalytic domain, FDH-coupled NADH fluorescence (FDH is formaldehyde dehydrogenase); B2RXH2; active = well fitted inhibition curve with a large enough effect, not every such curve was filed as active; inconclusive = small, poorly fitted or top-dose-only effect, or another doubt; inactive = no such curve, though single readings can be large or run the other way;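 also: 0% = wells with enzyme and -100% = buffer wells without enzyme; nearly all actives have a fitted effect of over 50% in size; many of its hits are not listed in these tables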
# Target sequence (B2RXH2 1-337 limits assumed): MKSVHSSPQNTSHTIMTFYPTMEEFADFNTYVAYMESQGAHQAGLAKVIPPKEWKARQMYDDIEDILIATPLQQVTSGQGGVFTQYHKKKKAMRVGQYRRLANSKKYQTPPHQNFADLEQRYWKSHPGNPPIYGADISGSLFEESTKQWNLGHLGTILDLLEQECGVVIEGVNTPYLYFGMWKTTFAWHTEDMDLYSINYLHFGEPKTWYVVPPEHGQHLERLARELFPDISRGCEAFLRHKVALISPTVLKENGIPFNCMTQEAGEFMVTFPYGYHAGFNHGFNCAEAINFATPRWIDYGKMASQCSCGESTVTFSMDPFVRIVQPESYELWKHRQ
# Luc counter: Kinase-Glo luciferase inhibition (counter-screen). Kinase-Glo luciferase, ATP luminescence, 8 min. Potency, µM (highest dose often 38.3 µM), for the others: top-dose activity change, negative = inhibition, hits mostly inhibitors. hit rate 0.28% among 200,000. AID 1379; also: % is scaled to controls: 0 for no effect and ±100 for the full control effect; nearly all actives have a fitted effect of over 60% in size
#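 Substrate mix (final 50 mM imidazole pH 7.2, 50 mM KCl, 7 mM MgCl2, 10 uM ATP, 0.01% Tween 20, 0.05% BSA) plus pin-tool compound, then Kinase-Glo detection mix; 8 min ambient, luminescence read.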
# Epigenetic derep: epigenetic control regulation, reporter derepression; murine LDR cells, GFP reporter derepression, 30 h; Potency, µM (doses to about 53.9 µM), without a hit: at the highest dose GFP activation, most hits filed as activators; hit rate 0.2% among 280,000; also: % of control where 0% means no effect; nearly all actives have a fitted effect of over 60% in size
#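 In this reporter-derepression format, murine cells bearing a silenced integrated CMV-GFP locus incubate with test compound (30 h, 37 C), then are washed and imaged; fluorescent objects of 20–120 um count as induced cells.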
# SMN2 splice up: increases expression of the SMN2 splice variant; HEK293 SMN2-luciferase splicing reporter, luminescence, 30-36 h; Potency, µM (highest dose often 46.1 µM), for the others: at the top dose activity change, positive = activation, most hits filed as activators; hit rate 2.8% among 210,000; also: % of control where 0% means no effect; nearly all actives have a fitted effect of over 55% in size
#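 qHTS luciferase splicing reporter: luminescence rises when SMN2 exon 7 is included in transfected HEK293 cells. Compound exposure lasted 30-36 h at 37C, with 4.5 mM final sodium butyrate as control, followed by a ONE-Glo read.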
# GoLoco inh red: RGS12 GoLoco-Gai1 interaction inhibition; AID 880; Gai1:RGS12 GoLoco peptide FP, rhodamine, 10 min; Potency, µM (top dose mostly 61.6 µM), for inactives: at the top dose activity, negative = inhibition, usual class: inhibitors; hit rate 0.44% among 230,000; P63096; active = well fitted inhibition curve with a large enough effect, not every such curve was filed as active; inactive = no such curve, though single readings can be large or run the other way; also: % is scaled to controls: 0 for no effect and ±100 for the full control effect; nearly all actives have a fitted effect of over 30% in size; many of its hits are not listed in these tables
# Target sequence (P63096 whole entry, looked up): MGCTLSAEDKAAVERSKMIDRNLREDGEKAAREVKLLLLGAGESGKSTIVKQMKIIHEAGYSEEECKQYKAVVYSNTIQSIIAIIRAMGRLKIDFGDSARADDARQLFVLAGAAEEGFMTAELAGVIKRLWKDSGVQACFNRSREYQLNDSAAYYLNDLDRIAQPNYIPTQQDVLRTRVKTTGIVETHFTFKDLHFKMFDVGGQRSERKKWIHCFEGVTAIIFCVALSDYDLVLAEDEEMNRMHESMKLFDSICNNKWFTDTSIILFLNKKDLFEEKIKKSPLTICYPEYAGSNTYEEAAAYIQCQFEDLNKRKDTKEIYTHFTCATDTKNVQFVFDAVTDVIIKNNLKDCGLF
# IMPase Li inh: cell-permeable IMPase inhibitors with lithium potentiation; CHO-M1 cells, IP1 TR-FRET (IP-One), carbachol + lithium; Potency, µM (highest dose often 59.4 µM), inactives show top-dose activity, negative = IMPase inhibition, actives largely listed as inhibitors; hit rate 0.35% among 210,000; AID 1457;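 also: IP1 builds up when IMPase is blocked and the TR-FRET signal falls; plate controls were basal vehicle for no effect and high inhibitor control for full effect; nearly all actives have a fitted effect of over 50% in size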
#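 Steps: plate 2000 CHO-M1 cells per well and culture 16–30 h; add compound and lithium; incubate 30 min, 37C; add d2-IP1 tracer and Eu cryptate anti-IP1 antibody in lysis buffer; read after 10 min at room temperature.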
# RECQ1 inh: RECQ1 (human) helicase inhibition. P46063. RECQ1 DNA unwinding, red fluorescence kinetic read. Potency, µM (titrated, usually from 57.3 µM), for inactives: at the highest dose activity, negative = inhibition, usual class: inhibitors. hit rate 0.54% among 240,000;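 also: plate controls were vehicle for no effect and no enzyme for full effect; nearly all actives have a fitted effect of over 30% in size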
#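 50 nM RECQ1T1 preincubated 15 min with compound in Tris pH 8.0 buffer with MgCl2, DTT, Tween-20 and 2.5 ug/ml poly(dI-dC); started with 200 nM TAMRA/BHQ-2 forked duplex and 2 mM ATP. Unwinding read as fluorescence (525/598 nm), two reads 2 h apart.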
# NPSR antagonist: antagonists of human neuropeptide S receptor cAMP signaling; Q6W5P4; CHO-NPSR cells, cAMP TR-FRET, antagonist mode; Potency, µM (series often up to 38.3 µM), inactives show at the highest dose activity change, negative = inhibition, usual class: inhibitors; hit rate 1% among 220,000; AID 1461; also: % is scaled to controls: 0 for no effect and ±100 for the full control effect; nearly all actives have a fitted effect of over 50% in size; many of its hits are not listed in these tables
# Target sequence (Q6W5P4 whole entry, looked up): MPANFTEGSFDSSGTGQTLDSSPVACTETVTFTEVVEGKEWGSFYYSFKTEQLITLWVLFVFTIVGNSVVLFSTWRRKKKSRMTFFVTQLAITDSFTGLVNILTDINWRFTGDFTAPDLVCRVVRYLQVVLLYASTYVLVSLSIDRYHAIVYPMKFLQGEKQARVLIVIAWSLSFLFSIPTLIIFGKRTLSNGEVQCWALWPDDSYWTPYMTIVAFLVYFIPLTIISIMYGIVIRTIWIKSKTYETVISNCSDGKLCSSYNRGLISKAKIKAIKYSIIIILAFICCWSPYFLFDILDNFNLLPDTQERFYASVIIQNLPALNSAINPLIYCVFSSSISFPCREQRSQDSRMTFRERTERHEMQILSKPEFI
# * marks the source's active call; other numbers are inactive results; i = inactive; ? = inconclusive; . = not tested or not shown; & = joins results of further samples; [ ] = remark or other dose. Unless noted, calls follow the shape of the dose curve; as a rule, active = well fitted curve in the direction sought with a large enough effect; inconclusive = small, poorly fitted or top-dose-only effect, or another doubt; inactive = no such curve, though single readings can be large; an effect the other way counts as inactive or inconclusive. Potency is read from the fitted curve at half-maximal effect.
SMILES,JMJD2E inh,Luc counter,Epigenetic derep,SMN2 splice up,GoLoco inh red,IMPase Li inh,RECQ1 inh,NPSR antagonist
Cc1ccc(-n2nc(C(=O)c3ccccc3)n3c(=O)cc(-c4ccccc4)nc23)cc1,7%,-4%,-1.2%,-28%,4%,-1%[38.3 µM],i,?
CCN(CC)C(=O)C1CCN(S(=O)(=O)c2ccc(-n3cnnn3)cc2)CC1,3%,-2%,0.0%,.,-2%,14%,-2%,6%
CCCCNS(=O)(=O)c1ccc2nc(-c3cccnc3)cc(C(=O)NCCOC)c2c1,-2%,.,-1.0%&-1.1%,.,11%,.,0%,14%
Cc1cn2c(-c3cccnc3)nnc2s1,4%,6%,-1.1%,9%,-15%,12%[38.3 µM],-3%,-2%[46.1 µM]
O=C(NCc1ccco1)C1CCN(S(=O)(=O)N2CCOCC2)CC1,4%,-3%,-1.2%,22%,4%,1%[38.3 µM],2%,-3%[46.1 µM]
Cc1nc(-c2cccc(NC(=O)c3cccs3)c2)cs1,-5%,1%,2.0%,12%,6%,1%,-4%,-16%[46.1 µM]
O=c1c2c(-c3cccs3)csc2ncn1-n1cccc1,?,-2%,0.8%,-12%,11%,7%[38.3 µM],i,-3%[46.1 µM]
Cc1ccc(Cn2c(SCC(=O)Nc3cc(C)on3)nc3ccccc3c2=O)cc1,4%,-1%,0.0%,-3%,-8%,?,-9%,20%[46.1 µM]
CC1CCCCN1C(=O)CSc1nnc(-c2c[nH]c3ccccc23)o1 (stereo unspecified),-4%,-2%,1.4%,1%,-9%,9%[38.3 µM],-14%,-21%[46.1 µM]
O=C1C=C(N(CCO)Cc2ccccc2)c2ccccc2C1=O,7%,-7%,-0.1%,-74%[inhibitor],10%,22%,?,?
CCOc1ccccc1N1CCN(C(=O)Nc2ccc(Cl)c(Cl)c2)CC1,-3%,0%,0.0%,-24%,-11%,21%[38.3 µM],i,?
CC1CCN(c2nc3ccccn3c(=O)c2C=O)CC1,-2%,0%,9.3%,.,13%,1%,i,-3%
CCOc1ccc2nc(NC(=O)CSc3ccccc3)sc2c1,0%,-4%,1.0%,?,11%,37%[activator][38.3 µM],8%,-21%[46.1 µM]
COCCn1c(=O)c(-c2ccccc2)nc2cnc(Oc3ccccc3)nc21,.,-3%,.,-17%,3%,-3%,i,.
CC/C(C)=N/NS(=O)(=O)c1ccc(C)c([N+](=O)[O-])c1,-6%,.,0.3%,.,4%,.,15%,12%
CCNC(=O)CC1SC(=Nc2cccc3ccccc23)N(C)C1=O (stereo unspecified),?,2%,11%,10%,8%,0%,4%,12%
COCCNC(=O)CN(C(=O)Cn1nnc2ccccc21)c1cc(C)cc(C)c1,3%,0%,1.7%,.,-3%,-4%,-9%,-12%
CNC(=O)c1ccc2nc(NC(C)=O)sc2c1,4%,4%,-1.1%,?,-2%,4%,-5%,7%[46.1 µM]
CC(C)(CNS(=O)(=O)c1ccc(Cl)cc1)N1CCCCC1,-10%,-2%,-0.7%,18%,4%,-6%[38.3 µM],-14%,-26%[46.1 µM]
CCOC(=O)C1CCCN(c2c(N3CCc4ccccc4C3)c(=O)c2=O)C1 (stereo unspecified),-5%,-1%,0.0%,0%,9%,4%[38.3 µM],-4%,-18%[46.1 µM]
Cc1ccc(-c2nn(-c3ccccc3)cc2C(=O)Nc2cccc(S(=O)(=O)N3CCOCC3)c2)cc1,-10%,4%,0.0%,0%,-2%,1%,-3%,-23%
COc1ccc(OC)c(C(=O)CSc2nnc(-c3cccnc3)n2C)c1,3%,0%,-0.7%,-12%,18%,-4%[38.3 µM],16%,-25%[46.1 µM]
CCCCP(=O)(c1ccccn1)c1ccccn1,0%,1%,-2.2%,-2%,9%,24%[38.3 µM],-6%,20%[46.1 µM]
Cc1cc(Cl)ccc1NC(=S)NCCC(c1ccccc1)c1ccccc1,-7%,2%,0.0%,-29%,2%,36%[activator][38.3 µM],-18%,-22%[46.1 µM]
O=c1c(-c2ccc(Cl)cc2)nc2cnc(Oc3ccccc3)nc2n1C1CC1,.,-6%,.,-4%,4%,-1%,i,.
CCc1ccc(N=c2c([N+](=O)[O-])nn(-c3ccccc3)n2O)cc1,-10%,-4%,-1.0%,-28%,5%,20%[38.3 µM],-2%,?
COc1ccc(OC)c(Nc2cc(C(=O)NCCCN3CCOCC3)c3ccccc3n2)c1,-8%,-2%,1.6%,-7%,-2%,0%[38.3 µM],i,-2%[46.1 µM]
CCC(C)NCCOCCOc1ccc(C)cc1OC (stereo unspecified),?,-1%,0.6%,12%,6%,-2%,-2%,6%
O=C1C2CCCCC2C(=O)N1Cc1ccccc1 (stereo unspecified),1%,-4%,-1.1%,8%,17%,2%,26%,10%
O=C(Nc1nnc(-c2ccccc2F)s1)C1CCN(S(=O)(=O)c2ccc(Cl)cc2)CC1,13%,3%,-1.1%,5%,15%,-17%,-5%,-49%
O/N=C/c1cc(Br)cc(Br)c1OCc1ccccc1,-6%,-5%,-0.7%,-20%,3%,9%[38.3 µM],-15%,-22%[46.1 µM]
COc1ccccc1CN(C)CC(=O)Nc1ccc(Cl)cc1F,1%,-3%,-0.4%,-28%,14%,3%,i,-41%
Cc1ccc(OCC(=O)NS(=O)(=O)c2ccccc2)cc1,1%,3%,2.2%,-6%,11%,0%,i,13%
C/C(CCCO)=N/Nc1ccc([N+](=O)[O-])cc1[N+](=O)[O-],-6%,-3%,-0.1%,-31%[inhibitor],7%,?,0%,-8%
O=C(NCCc1ccc(F)cc1)N1CCOCC1,-1%,2%,-1.0%,?,9%,-1%[38.3 µM],i,-2%[46.1 µM]
Cc1ccc(C)c(-n2c(-c3ccncc3)n[nH]c2=S)c1,3%,.,0.3%,.,3%,.,-3%,0%

# Overlap with the part before: 2 compounds, followed by the next part.
SMILES,JMJD2E inh,Luc counter,Epigenetic derep,SMN2 splice up,GoLoco inh red,IMPase Li inh,RECQ1 inh,NPSR antagonist
O=C(NCCc1ccc(F)cc1)N1CCOCC1,-1%,2%,-1.0%,?,9%,-1%[38.3 µM],i,-2%[46.1 µM]
Cc1ccc(C)c(-n2c(-c3ccncc3)n[nH]c2=S)c1,3%,.,0.3%,.,3%,.,-3%,0%
CC(=O)c1nnn(-c2cccc(C#N)c2)c1C,-3%,.,-1.0%,.,1%,.,-11%,-1%
COc1cc(NC(=O)C2CCCN2C(=O)OCc2ccccc2)cc(OC)c1 (stereo unspecified),12%,0%,0.0%,-1%,-9%,5%[38.3 µM],-10%,?
Cc1cc(NC(=O)Cn2nc(-c3ccccc3F)ccc2=O)ccc1-n1cnnn1,-6%,3%,4.2%,-14%,20%,0%[38.3 µM],-14%,-13%[46.1 µM]
Cc1nc2cc(N3CCOCC3)c(NC(=O)C3CC3)cc2c(=O)n1Cc1ccccc1,-30%,-1%,0.7%,-3%,9%,16%[38.3 µM],4%,5%[46.1 µM]
Nc1nc(SCc2ccc(Cl)c(Cl)c2)n[nH]1,9%,0%,0.9%,3%,0%,-3%,1%,10%
O=C(OCc1nc2ccc(Cl)cc2n1CCO)c1ccc2c(c1)OCO2,-12%,0%,8.9%,4%,65%[activator],3%[38.3 µM],-11%,-4%[46.1 µM]
CC(C)c1[nH]c(=O)c(C#N)c2c1CSC(C)(C)C2,?,.,1.8%,.,.,.,0%,4%[46.1 µM]
CCOc1ccccc1NC(=O)Cn1nnc(C(=O)Nc2ccc(C)cc2)c1N,-26%,-1%,0.0%,-20%,-4%,-4%,-1%,6%[46.1 µM]
CCCCC/C=C\C/C=C\C/C=C\C=C\C(=O)CCCC(=O)O,7%,2%,0.0%&-1.1%,11%&5%,3%&6%,1%&5%,0%,.
N/C(=N\OC(=O)c1ccco1)c1cccc([N+](=O)[O-])c1,?,-6%,-2.8%,.,-1%,-1%,14%,-11%
Cc1cc2c(cc1C)N(C(=O)CN1C(=O)c3ccccc3C1=O)C(C)(C)c1ssc(=S)c1-2,2%,-2%,-1.1%,-17%,-3%,-3%[38.3 µM],-4%,-16%[46.1 µM]
CN1N=C(C(=O)N2CCc3c([nH]c4ccccc34)C2c2c(F)cccc2Cl)CCC1=O (stereo unspecified),-16%,1%,3.8%,?,14%,9%,i,-35%
CCC(Sc1ccccc1C(=O)O)C(=O)O (stereo unspecified),1%,1%,-1.4%,-8%,5%,3%[38.3 µM],-8%,9%[46.1 µM]
Cc1cccc(NC(=O)c2ccc(S(=O)(=O)N3CCCCC3)cc2)n1,12%,.,1.0%,.,1%,.,i,-24%
Cc1c(NC(=O)/C(C#N)=C/c2ccc(-c3cc(Cl)ccc3Cl)o2)c(=O)n(-c2ccccc2)n1C,13%,0%,-2.6%,-40%[inhibitor],2%,21%,-5%,-20%
CCN(C(=O)CSc1nnc(NC2CCCCC2)s1)C1CCS(=O)(=O)C1 (stereo unspecified),-5%,-4%,-1.0%,7%,-4%,6%[38.3 µM],5%,5%[46.1 µM]
Cc1ccc(OCCOC(=O)CCc2nc3ccccc3c(=O)[nH]2)cc1,4%,1%,-3.1%,-7%,-7%,13%,-3%,1%
COCCn1c(=O)c(-c2ccc(OC)cc2)nc2cnc(OC)nc21,.,-3%,.,3%,-3%,-4%,i,.
Cc1ccccc1-c1ccc(C(=O)O)s1,.,3%[39.9 µM],2.9%[96.6 µM],.,-41%[136 µM],-28%,i,.
Cn1c(CN2CCCC2)nc2cc(NC(=O)COc3ccc([N+](=O)[O-])cc3)ccc21,-10%,1%,0.0%,-41%[inhibitor],17%,-1%,10%,13%
Cc1cc(C)cc(NC(=O)CSc2nncn2-c2ccccn2)c1,-5%,0%,-3.8%,-14%,-11%,5%,i,7%
Cc1nc(SCC(=O)N2CCN(C(=O)c3ccco3)CC2)c2c(C)c(C)sc2n1,5%,14%,0.0%,2%,6%,-10%[38.3 µM],-6%,-14%[46.1 µM]
O=C(CN1C(=O)/C(=C\c2ccc(F)cc2)Oc2ccccc21)N1CCN(c2ccccn2)CC1,?,-1%,0.0%,3%,0%,-3%,-6%,-24%
O=C1NCCCC1C(=O)N/N=C/c1cccc(Cl)c1 (stereo unspecified),4%,.,1.1%,.,2%,.,i,-11%

# The list is partial; rates above refer to the full screens.
